TcdB inh – TcdB glycohydrolase inhibition | P18177 | TcdB glycohydrolase enzymatic assay, plate reader | inhibition, % at 9.99 µM | actives 0.24% (n = 350,000) | AID 652162; in the data active = inhibition above about 10%
Target sequence (P18177 whole entry, looked up): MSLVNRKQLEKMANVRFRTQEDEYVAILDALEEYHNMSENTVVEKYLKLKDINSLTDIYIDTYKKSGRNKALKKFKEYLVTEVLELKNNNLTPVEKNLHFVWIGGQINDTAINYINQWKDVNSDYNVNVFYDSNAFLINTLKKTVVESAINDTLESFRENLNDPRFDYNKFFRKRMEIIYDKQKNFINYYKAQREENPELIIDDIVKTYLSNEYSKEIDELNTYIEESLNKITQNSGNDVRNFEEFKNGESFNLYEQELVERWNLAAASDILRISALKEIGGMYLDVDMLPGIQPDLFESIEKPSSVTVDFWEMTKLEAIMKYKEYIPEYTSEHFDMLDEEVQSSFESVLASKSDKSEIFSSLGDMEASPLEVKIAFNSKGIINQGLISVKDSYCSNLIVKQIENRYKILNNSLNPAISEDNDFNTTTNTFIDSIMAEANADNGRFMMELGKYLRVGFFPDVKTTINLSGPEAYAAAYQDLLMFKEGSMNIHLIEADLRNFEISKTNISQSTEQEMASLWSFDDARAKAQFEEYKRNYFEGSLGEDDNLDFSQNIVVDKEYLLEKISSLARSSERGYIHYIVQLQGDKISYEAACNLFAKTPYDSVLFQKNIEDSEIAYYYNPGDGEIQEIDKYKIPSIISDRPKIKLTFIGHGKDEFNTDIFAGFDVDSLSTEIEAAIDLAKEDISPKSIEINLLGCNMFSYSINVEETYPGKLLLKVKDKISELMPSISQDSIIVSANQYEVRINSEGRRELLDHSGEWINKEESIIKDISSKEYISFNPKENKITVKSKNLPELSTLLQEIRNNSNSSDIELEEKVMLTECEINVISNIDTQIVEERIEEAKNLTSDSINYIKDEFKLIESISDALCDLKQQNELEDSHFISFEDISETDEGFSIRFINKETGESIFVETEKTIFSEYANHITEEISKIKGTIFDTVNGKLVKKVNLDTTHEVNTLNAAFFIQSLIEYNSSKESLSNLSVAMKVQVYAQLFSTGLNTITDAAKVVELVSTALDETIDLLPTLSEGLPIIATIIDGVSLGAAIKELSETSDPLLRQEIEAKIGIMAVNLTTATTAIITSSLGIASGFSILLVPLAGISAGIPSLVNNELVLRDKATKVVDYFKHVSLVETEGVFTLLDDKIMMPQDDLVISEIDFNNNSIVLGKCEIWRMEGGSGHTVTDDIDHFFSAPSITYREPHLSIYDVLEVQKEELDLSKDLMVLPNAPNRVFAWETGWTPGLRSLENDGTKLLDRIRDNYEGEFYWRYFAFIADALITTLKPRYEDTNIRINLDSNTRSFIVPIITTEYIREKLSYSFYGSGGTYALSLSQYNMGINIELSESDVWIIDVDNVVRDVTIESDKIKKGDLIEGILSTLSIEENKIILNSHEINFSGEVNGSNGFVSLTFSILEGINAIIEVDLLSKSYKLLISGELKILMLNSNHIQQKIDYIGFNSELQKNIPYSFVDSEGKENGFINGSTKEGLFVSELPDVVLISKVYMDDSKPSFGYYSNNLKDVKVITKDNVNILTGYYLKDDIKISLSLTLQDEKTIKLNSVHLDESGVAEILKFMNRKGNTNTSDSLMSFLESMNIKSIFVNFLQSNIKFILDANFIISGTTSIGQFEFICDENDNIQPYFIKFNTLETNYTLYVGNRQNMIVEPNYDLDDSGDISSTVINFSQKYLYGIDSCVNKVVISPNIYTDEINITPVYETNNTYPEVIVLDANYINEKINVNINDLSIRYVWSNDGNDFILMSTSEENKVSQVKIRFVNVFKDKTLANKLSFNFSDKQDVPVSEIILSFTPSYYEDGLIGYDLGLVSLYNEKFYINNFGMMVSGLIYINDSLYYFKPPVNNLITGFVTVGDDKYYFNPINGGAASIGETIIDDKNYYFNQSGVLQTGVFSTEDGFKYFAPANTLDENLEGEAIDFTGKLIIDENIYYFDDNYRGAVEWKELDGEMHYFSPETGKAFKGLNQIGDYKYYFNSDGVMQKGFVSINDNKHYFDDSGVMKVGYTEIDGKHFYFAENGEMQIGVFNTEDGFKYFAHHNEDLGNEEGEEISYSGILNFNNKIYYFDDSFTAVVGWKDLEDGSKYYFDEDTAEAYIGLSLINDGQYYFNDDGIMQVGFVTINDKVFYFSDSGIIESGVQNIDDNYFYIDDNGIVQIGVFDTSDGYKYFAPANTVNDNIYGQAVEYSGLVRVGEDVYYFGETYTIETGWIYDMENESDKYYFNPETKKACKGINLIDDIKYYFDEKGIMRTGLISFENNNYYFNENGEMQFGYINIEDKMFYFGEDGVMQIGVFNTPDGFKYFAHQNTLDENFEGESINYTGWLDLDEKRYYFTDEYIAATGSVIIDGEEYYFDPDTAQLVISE
Starred values were filed as active, the others as inactive. Some of the compounds tested; rates above refer to the full screens.

> C[C@H](CO)N1C[C@H](C)[C@H](CN(C)CC2CC2)Oc2c(NS(=O)(=O)c3ccc(Cl)cc3)cccc2C1=O
  TcdB inh: -0.1

> CNC[C@@H]1Oc2ccc(NS(=O)(=O)c3ccccc3)cc2C(=O)N([C@H](C)CO)C[C@H]1C
  TcdB inh: 8.4

> COc1ccc(C#Cc2ccc([C@H]3[C@H]4CN(C(=O)NC(C)C)CC(=O)N4[C@H]3CO)cc2)cc1
  TcdB inh: -4.1

> C[C@@H]1CN([C@@H](C)CO)S(=O)(=O)c2ccc(C#CCC3CCCC3)cc2O[C@@H]1CN(C)C
  TcdB inh: 0.1

> CC=Cc1ccc2n(c1=O)C[C@@H]1[C@@H](CO)[C@H](C(=O)NC3CCCC3)N(Cc3nccs3)[C@H]21 (mixture of isomers)
  TcdB inh: -1.9

> CN(C)CC#Cc1ccc([C@H]2[C@H]3CN(C(=O)C4CCC4)CCCCN3[C@H]2CO)cc1
  TcdB inh: 1.1

> CCC(=O)Nc1ccc2c(c1)C(=O)N(C)C[C@H](OC)[C@H](C)CN(C(=O)c1cnccn1)[C@H](C)CO2
  TcdB inh: -0.6

> CCCC#Cc1ccc2c(c1)O[C@@H](CN(C)Cc1ccc3c(c1)OCO3)[C@H](C)CN([C@H](C)CO)S2(=O)=O
  TcdB inh: -4.8

> C[C@@H]1CCCCO[C@@H](CN(C)Cc2ccc(Cl)c(Cl)c2)[C@H](C)CN([C@@H](C)CO)C(=O)c2cc(NS(=O)(=O)c3ccc(Cl)cc3)ccc2O1
  TcdB inh: -0.6

> CC(=O)NC[C@H]1[C@@H](c2ccc(-c3cccnc3)cc2)[C@@H](CO)N1C(=O)CC1CC1
  TcdB inh: 0.0

> C/C=C/c1ccc2c(c1)O[C@H](CN(C)C(=O)c1cccc(F)c1)[C@H](C)CN([C@@H](C)CO)S2(=O)=O
  TcdB inh: 2.3

> C[C@H]1CN([C@@H](C)CO)S(=O)(=O)c2ccc(Br)cc2O[C@@H]1CN(C)S(=O)(=O)c1ccc(F)cc1
  TcdB inh: 1.0

> CN(C)CC(=O)N1CC2(C1)[C@H](c1ccccc1)[C@H](CO)N2C(=O)C1CC1
  TcdB inh: -21

> COc1cccc(CNC(=O)C[C@H]2CC[C@@H](NC(=O)C3CCOCC3)[C@@H](CO)O2)c1
  TcdB inh: -0.6

> CCS(=O)(=O)N1CCCCN2[C@H](CO)[C@@H](c3ccc(C#CC(C)(C)O)cc3)[C@@H]2C1
  TcdB inh: 0.6

> O=C(C1CC1)N1C[C@H]2[C@@H](c3ccccc31)[C@H](CO)N2C(=O)Cc1ccccn1
  TcdB inh: -1.4

> Cc1ccc(S(=O)(=O)Nc2ccc3c(c2)CC(=O)N([C@H](C)CO)C[C@@H](C)[C@@H](CN(C)Cc2ccc(Cl)c(Cl)c2)O3)cc1
  TcdB inh: -1.3

> COc1cccc(CNC(=O)C[C@H]2C=C[C@H](NC(=O)C3CCC3)[C@H](CO)O2)c1
  TcdB inh: -1.1

> COc1cccc(CN2[C@@H]3CN(C(=O)CC(F)(F)F)c4ccccc4[C@@H]3[C@@H]2CO)c1
  TcdB inh: 0.6

> N#C[C@@H]1[C@@H](c2ccc(-c3ccccc3F)cc2)[C@@H](CO)N1C(=O)c1ccccn1
  TcdB inh: -1.4

> C[C@H]1CN([C@@H](C)CO)C(=O)c2cccc(NC(=O)CCCCCC(=O)Nc3ccccc3N)c2O[C@H]1CN(C)Cc1ccc(Cl)c(Cl)c1
  TcdB inh: -0.9

> C[C@@H]1CN([C@H](C)CO)S(=O)(=O)c2ccc(-c3cccc(C#N)c3)cc2O[C@H]1CN(C)C(=O)Nc1ccccc1F
  TcdB inh: -0.1

> O=C(c1ccccn1)N1CC2(C1)[C@H](c1ccccc1)[C@H](CO)N2Cc1ccc(Cl)cc1
  TcdB inh: 0.4

> COc1ccc(NC(=O)Nc2ccc3c(c2)C(=O)N([C@@H](C)CO)C[C@H](C)[C@H](CN(C)C(=O)NC(C)C)O3)cc1
  TcdB inh: -1.1

> C[C@H]1CN([C@@H](C)CO)C(=O)c2cc(NC(=O)CCC(F)(F)F)ccc2O[C@H]1CN(C)S(=O)(=O)c1cccs1
  TcdB inh: -1.7

In another format: 5 of the compounds above.
SMILES | TcdB inh
C/C=C/c1ccc2c(c1)O[C@H](CN(C)C(=O)c1cccc(F)c1)[C@H](C)CN([C@@H](C)CO)S2(=O)=O | 2.3
C[C@H]1CN([C@@H](C)CO)S(=O)(=O)c2ccc(Br)cc2O[C@@H]1CN(C)S(=O)(=O)c1ccc(F)cc1 | 1.0
CN(C)CC(=O)N1CC2(C1)[C@H](c1ccccc1)[C@H](CO)N2C(=O)C1CC1 | -21
COc1cccc(CNC(=O)C[C@H]2CC[C@@H](NC(=O)C3CCOCC3)[C@@H](CO)O2)c1 | -0.6
CCS(=O)(=O)N1CCCCN2[C@H](CO)[C@@H](c3ccc(C#CC(C)(C)O)cc3)[C@@H]2C1 | 0.6

More records follow.
> COCC#Cc1ccc2c(c1)O[C@@H](CN(C)C(=O)C1CCC1)[C@@H](C)CN([C@@H](C)CO)S2(=O)=O
  TcdB inh: -1.0

> COCC(=O)N(C)C[C@H]1Oc2ncc(C#CC3(O)CCCC3)cc2C(=O)N([C@H](C)CO)C[C@@H]1C
  TcdB inh: 0.2

> CO[C@@H]1CN(C)C(=O)c2cc(NC(=O)C3CCOCC3)ccc2OC[C@@H](C)N(S(=O)(=O)c2ccc(Cl)cc2)C[C@H]1C
  TcdB inh: -0.5

> CCN1[C@H](C(=O)N[C@@H](C)c2ccccc2)[C@@H](CO)[C@@H]2Cn3c(ccc(-c4cccc(F)c4)c3=O)[C@@H]21
  TcdB inh: 0.3

> Cc1ccc(-c2ccc([C@H]3[C@@H](CO)N4CCCCN(S(=O)(=O)c5cccc(C)c5)C[C@H]34)cc2)cc1
  TcdB inh: -0.1

> COc1ccc(S(=O)(=O)N(C)C[C@@H]2OCCCC[C@@H](C)Oc3ccc(NC(=O)NC4CCCCC4)cc3C(=O)N([C@@H](C)CO)C[C@@H]2C)cc1
  TcdB inh: 1.0

> O=C(CC1CC1)N1CC2(C1)[C@@H](c1ccccc1)[C@@H](CO)N2S(=O)(=O)Cc1ccccc1
  TcdB inh: -1.5

> O=C(C1CCCCC1)N1C[C@H]2[C@@H](c3ccccc31)[C@@H](CO)N2Cc1ccccc1Cl
  TcdB inh: -2.5

> O=C(C[C@H]1C[C@H]2c3cc(NC(=O)NC4CCCC4)ccc3O[C@H]2[C@H](CO)O1)NCc1ccccc1F
  TcdB inh: -1.0

> O=C(C[C@@H]1CC[C@@H](NC(=O)CN2CCOCC2)[C@@H](CO)O1)NCc1cccc(F)c1
  TcdB inh: 0.9

> CC=Cc1ccc2n(c1=O)C[C@H]1[C@H](CO)[C@@H](C(=O)N3CCCCC3)N(C(=O)CC)[C@@H]21 (mixture of isomers)
  TcdB inh: 0.7

> CCCN(C)C[C@@H]1Oc2ncc(C#CCOC)cc2C(=O)N([C@@H](C)CO)C[C@@H]1C
  TcdB inh: -0.1

> COc1cccc(S(=O)(=O)N[C@@H]2CC[C@H](CC(=O)NC3CCC3)O[C@H]2CO)c1
  TcdB inh: -0.8

> C[C@@H]1CN([C@H](C)CO)C(=O)c2cc(NC(=O)CCCN(C)C)ccc2O[C@@H]1CN(C)Cc1ccncc1
  TcdB inh: 1.2

> COc1ccc(NC(=O)Nc2ccc3c(c2)C(=O)N([C@H](C)CO)C[C@H](C)[C@H](CN(C)C(=O)Nc2ccc4c(c2)OCO4)OCCCC[C@@H](C)O3)cc1
  TcdB inh: 0.4

> C[C@@H]1CN([C@@H](C)CO)C(=O)c2cc(NC(=O)CCN3CCOCC3)ccc2O[C@H]1CN(C)Cc1ccccc1
  TcdB inh: -0.7

> C[C@@H]1CCCCO[C@@H](CN(C)C(=O)Nc2ccc(F)cc2)[C@@H](C)CN([C@H](C)CO)C(=O)c2cc(N(C)C)ccc2O1
  TcdB inh: -29

> CCS(=O)(=O)N1CCC2(CC1)CN(Cc1ccccc1OC)[C@@H](CO)c1c2c2ccc(OC)cc2n1C
  TcdB inh: -0.9

> COc1ccc(S(=O)(=O)Nc2ccc3c(c2)C(=O)N([C@@H](C)CO)C[C@H](C)[C@@H](CN(C)S(=O)(=O)c2ccccc2)O3)cc1
  TcdB inh: 1.1

> CCCNC(=O)Nc1ccc2c(c1)C(=O)N(C)C[C@H](OC)[C@@H](C)CN(Cc1ccc(-c3ccccn3)cc1)[C@H](C)CO2
  TcdB inh: -0.3

> C[C@@H]1CN([C@H](C)CO)C(=O)c2cc(NC(=O)Nc3cccc4ccccc34)ccc2O[C@H]1CN(C)Cc1ccc(Oc2ccccc2)cc1
  TcdB inh: -0.3

> CO[C@@H](C(=O)N(C)C[C@H]1OCc2ccccc2-c2c(n(C)c3ccccc23)C(=O)N([C@H](C)CO)C[C@H]1C)c1ccccc1
  TcdB inh: 0.2

> C[C@@H]1CN([C@H](C)CO)C(=O)c2cccc(NC(=O)C3CC3)c2O[C@H]1CN(C)C(=O)Nc1ccc(F)cc1
  TcdB inh: 0.3

> CCCC#Cc1ccc([C@H]2[C@H](CO)N3CCCCN(S(=O)(=O)c4ccccc4F)C[C@@H]23)cc1
  TcdB inh: 0.2

> COc1ccc(S(=O)(=O)N(C)C[C@H]2OCCCC[C@@H](C)Oc3ccc(NC(=O)Nc4ccc5c(c4)OCO5)cc3C(=O)N([C@@H](C)CO)C[C@@H]2C)cc1
  TcdB inh: 1.4

> CCC(=O)N(C)C[C@@H]1Oc2ncc(-c3ccccc3C)cc2C(=O)N([C@@H](C)CO)C[C@@H]1C
  TcdB inh: 1.3

> Cc1ccc(S(=O)(=O)N(C)C[C@H]2OCCCC[C@@H](C)Oc3ccc(NC(=O)Nc4ccc5c(c4)OCO5)cc3C(=O)N([C@@H](C)CO)C[C@H]2C)cc1
  TcdB inh: -1.5

> C[C@@H]1CN([C@H](C)CO)C(=O)c2cccc(NC(=O)c3ccc(-c4nccs4)cc3)c2O[C@H]1CN(C)C(=O)Nc1ccc(F)cc1
  TcdB inh: -0.1

> O=C(C[C@@H]1C[C@@H]2c3cc(NS(=O)(=O)c4ccc(F)cc4)ccc3O[C@@H]2[C@H](CO)O1)N1CCOCC1
  TcdB inh: -0.4

> C[C@@H]1CN([C@H](C)CO)C(=O)c2cc(NS(C)(=O)=O)ccc2O[C@@H](C)CCCCO[C@@H]1CN(C)Cc1ccncc1
  TcdB inh: 0.9

> O=C(CCN1CCCCC1)N[C@@H]1CC[C@H](CCNC(=O)c2cc(Cl)cc(Cl)c2)O[C@H]1CO
  TcdB inh: 0.4

> O=C(C1CCCCC1)N1CC2(C1)[C@H](c1ccccc1)[C@H](CO)N2Cc1cncnc1
  TcdB inh: -0.1

> C[C@@H]1CN([C@@H](C)CO)S(=O)(=O)c2ccc(Br)cc2O[C@@H]1CN(C)C
  TcdB inh: -0.2

> COc1ccc(S(=O)(=O)N(C)C[C@H]2Oc3cc(C#CC4CCCCC4)ccc3S(=O)(=O)N([C@@H](C)CO)C[C@H]2C)cc1
  TcdB inh: -0.2

> Cc1ccc(S(=O)(=O)Nc2ccc3c(c2)CC(=O)N([C@@H](C)CO)C[C@@H](C)[C@@H](CN(C)C(=O)NC2CCCCC2)O3)cc1
  TcdB inh: 1.0

> CCNC(=O)C[C@@H]1CC[C@H]2[C@@H](COC[C@@H](O)CN2C(=O)c2ccccn2)O1
  TcdB inh: -0.9

> Cc1noc(C)c1S(=O)(=O)N(C)C[C@@H]1OCCCC[C@H](C)Oc2ccc(NS(=O)(=O)c3cccs3)cc2C(=O)N([C@@H](C)CO)C[C@H]1C
  TcdB inh: 0.2

> COc1cccc(S(=O)(=O)N[C@H]2CC[C@@H](CC(=O)NCc3ccc(F)cc3)O[C@@H]2CO)c1
  TcdB inh: 0.4

> O=C(c1cccnc1)N1CC[C@@H]2[C@H](CO)Nc3ccc(-c4ccc(F)cc4)cc3[C@@H]21
  TcdB inh: -0.7

> CN1CCN(C(=O)C[C@@H]2CC[C@H]3[C@@H](COC[C@H](O)CN3C(=O)C3CCOCC3)O2)CC1
  TcdB inh: -7.3

> O=C(C[C@@H]1CC[C@H]2[C@@H](COC[C@H](O)CN2Cc2nccs2)O1)NCc1ccc(-c2ccccc2)cc1
  TcdB inh: -1.2

> Cc1noc(C)c1NC(=O)Nc1cccc2c1O[C@H](CN(C)C(=O)Nc1ccccc1)[C@H](C)CN([C@H](C)CO)C2=O
  TcdB inh: 0.8

> Cc1ccccc1S(=O)(=O)N1[C@H](C#N)[C@H](c2ccc(C#CC3CCCCC3)cc2)[C@H]1CO
  TcdB inh: 0.0

> O=C(Nc1cc(F)ccc1F)N1CC(=O)N2[C@H](CO)[C@@H](c3ccc(-c4cccnc4)cc3)[C@@H]2C1
  TcdB inh: 0.4

> O=C(C[C@H]1CC[C@@H]2[C@H](COC[C@@H](O)CN2C(=O)Nc2ccc(F)cc2)O1)NCCc1ccccc1
  TcdB inh: -1.8

> C[C@@H]1CN([C@H](C)CO)C(=O)c2cc(/C=C/c3ccccc3)cnc2O[C@H]1CN(C)Cc1ccc2c(c1)OCO2
  TcdB inh: -0.1

> C[C@H](CO)N1C[C@H](C)[C@H](CN(C)Cc2ccc(C(=O)O)cc2)Oc2ccc(NC(=O)Cc3cn(C)c4ccccc34)cc2CC1=O
  TcdB inh: 0.8

> C/C=C/c1ccc([C@H]2[C@H]3CN(Cc4ccc(C(=O)OC)cc4)CC(=O)N3[C@H]2CO)cc1
  TcdB inh: 0.3

> COc1ccc(S(=O)(=O)Nc2ccc3c(c2)C(=O)N([C@@H](C)CO)C[C@@H](C)[C@H](CN(C)Cc2ccc(Cl)c(Cl)c2)O3)cc1
  TcdB inh: 0.6

> C=CCNC(=O)[C@@H]1[C@H]2C(=O)O[C@H](c3ccccc3)[C@H](c3ccccc3)N2[C@H](c2ccccc2OCCO)[C@@]12C(=O)N(C(=O)OCCOC)c1ccc(C#CC3(O)CCCCCC3)cc12
  TcdB inh: -0.5

> COc1ccc(S(=O)(=O)N(C)C[C@H]2Oc3c(NC(=O)C4CCCCC4)cccc3C(=O)N([C@@H](C)CO)C[C@H]2C)cc1
  TcdB inh: -0.6

> COc1ccc2c3c(n(C)c2c1)[C@@H](CO)N(C(=O)Nc1ccc(F)cc1)CC31CCN(C(=O)NC(C)C)CC1
  TcdB inh: -0.4

> CCC(=O)Nc1ccc2c(c1)C(=O)N(C)[C@H]1CC[C@@H](CC(=O)NCc3ccccc3Cl)O[C@@H]1CO2
  TcdB inh: -0.4

> CO[C@H]1CN(C)C(=O)c2ccc(NC(=O)c3ccc(-c4ccccc4)cc3)cc2OC[C@H](C)NC[C@@H]1C
  TcdB inh: -0.2

Bioassay records from PubChem BioAssay.
